# Source: PubChem BioAssay
# TAAR1 antag = human TAAR1 antagonists, primary screen, Fluo-8 calcium fluorescence, CHO RD-HGA16 cells; Trace amine-associated receptor 1 (Homo sapiens), Q96RJ0; antagonist; inhibition, % at 3 µM; 360,000 tested, 1.5% active; AID 624466, 2012;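 active = inhibition above a per-plate cutoff, the mean inhibition of test compounds on that plate plus 3 SD, cut at about 49% in these data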;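 also: 0% = DMSO plus EC80 beta-PEA response and 100% = DMSO alone without agonist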
# Target sequence (Q96RJ0 whole entry, looked up): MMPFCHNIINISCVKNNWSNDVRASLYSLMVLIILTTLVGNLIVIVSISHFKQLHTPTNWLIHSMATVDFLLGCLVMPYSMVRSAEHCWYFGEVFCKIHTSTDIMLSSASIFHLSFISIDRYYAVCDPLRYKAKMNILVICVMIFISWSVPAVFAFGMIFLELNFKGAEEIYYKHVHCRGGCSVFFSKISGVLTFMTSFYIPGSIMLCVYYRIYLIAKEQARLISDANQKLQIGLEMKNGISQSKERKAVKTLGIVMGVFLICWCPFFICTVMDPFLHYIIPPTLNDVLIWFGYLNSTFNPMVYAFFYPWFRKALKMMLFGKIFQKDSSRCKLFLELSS
#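 Test system: CHO RD-HGA16 cells bearing hTAAR1 | Reagent: β-PEA, EC80 | Compound dosing: 3 µM, single point | Schedule: Dye loading 75 min at 37 °C, then 30 min room temperature | Signal: Calcium fluorescence with Fluo-8 | Evaluation: Percent inhibition of PEA-evoked calcium signal, max/basal emission ratio | Control set: DMSO-only wells and EC80 β-PEA-stimulated wells | Repeats: Singlicate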
# V1aR counter = agonists of human V1a receptor, primary screen, counter-screen for OXTR agonist project, fluorescence, CHO-V1R cells | 320,000 tested, 0.25% active | Vasopressin V1a receptor (Homo sapiens), P37288 | activation, % at 3 µM | Fluo-8 calcium fluorescence, agonist mode; 0% DMSO, 100% 3 nM vasopressin;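 active = activation above the mean activation of all tested compounds plus 3 SD, per screening run, cut at about 20% in these data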;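 also: signal is peak over basal fluorescence ratio across a 100 second FLIPR read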
# M1 PAM = human M1 muscarinic receptor positive allosteric modulators, primary screen, CHO-K1 cells, Fluo-8 calcium fluorescence, 1536-well | AID 588819, 2011 | activation, % at 3 µM | 360,000 tested, 0.088% active | CHO-K1 hM1, ACh EC20; 0% = ACh EC20, 100% = maximal ACh; in the data active = activation above about 19%, passing the limit was not always enough
# Target sequence (P11229 whole entry, looked up): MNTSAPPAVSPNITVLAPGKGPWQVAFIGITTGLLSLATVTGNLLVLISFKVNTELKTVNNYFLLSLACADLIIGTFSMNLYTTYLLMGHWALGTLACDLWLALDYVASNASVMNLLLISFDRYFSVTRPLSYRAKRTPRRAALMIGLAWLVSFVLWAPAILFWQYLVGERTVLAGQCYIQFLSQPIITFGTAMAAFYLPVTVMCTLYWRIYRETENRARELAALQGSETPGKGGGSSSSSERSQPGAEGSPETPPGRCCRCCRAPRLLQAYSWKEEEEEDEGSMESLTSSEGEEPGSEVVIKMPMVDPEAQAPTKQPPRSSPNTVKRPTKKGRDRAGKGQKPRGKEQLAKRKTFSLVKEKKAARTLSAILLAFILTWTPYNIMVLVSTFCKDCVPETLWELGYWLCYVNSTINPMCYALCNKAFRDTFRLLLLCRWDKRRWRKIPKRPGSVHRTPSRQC
# OXTR agonist = human OXTR agonists, primary screen, fluorescence, CHO-OTR cells, Fluo-8 calcium; Oxytocin receptor (Homo sapiens), P30559; Fluo-8 calcium fluorescence; normalized: DMSO 0%, oxytocin 100%; activation, % at 3 µM; 320,000 tested, 0.32% active; AID 2435, 2010;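 active = activation above the mean of all tested compounds plus 3 SD, cutoff set per screening run, cut at about 20% in these data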;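 also: peak over basal fluorescence ratio from a 100 s FLIPR kinetic read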
# TAAR1 agonist = human TAAR1 agonists, primary screen, Fluo-8 calcium fluorescence, CHO RD-HGA16 cells; Trace amine-associated receptor 1 (Homo sapiens), Q96RJ0; activation, % at 3 µM; vehicle wells 0%, saturating PEA agonist 100%; 360,000 tested, 0.99% active; AID 624467, 2012;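 active = activation above the mean activation of all test compounds in the run plus 3 SD, cut at about 38% in these data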
#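 Signal – calcium-sensitive Fluo-8 signal, excitation 470-495, emission 515-575 nm · System – RD-HGA16 (CHO) cells co-expressing Gα16 and hTAAR1 · Incubation – 17-24 h seeding, 75 min 37 °C dye, 30 min RT · Compound dosing – 3 µM single concentration · Repeats – no replicates (n 1)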
# M1 ag = human M1 muscarinic receptor agonists, primary screen, Fluo-8 calcium fluorescence, CHO-K1 cells, HTS. Muscarinic acetylcholine receptor M1 (Homo sapiens), P11229. CHO-K1 hM1, agonist mode; 0% DMSO, 100% acetylcholine EC100. activation, % at 3 µM. 360,000 tested, 0.33% active. AID 588814, 2011;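 active = activation above the run's mean compound activation plus 3 SD, cut at about 16% in these data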;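 also: peak over basal fluorescence ratio within a 140 s kinetic read after compound addition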
# OXTR potentiate = human OXTR potentiators, primary screen, fluorescence, CHO-OTR cells, Fluo-8 calcium; Oxytocin receptor (Homo sapiens), P30559; Fluo-8 calcium fluorescence, potentiator mode; 0% = oxytocin EC15, 100% = EC100; activation, % at 3 µM; 320,000 tested, 0.061% active; AID 2445, 2010;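 active = activation above that plate's cutoff, the mean activation of tested compounds plus 3 SD, cut at about 6.6% in these data, passing the limit was not always enough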;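 also: 100% uses oxytocin at 75 nM as the full agonist control; some results filed as inactive read as strong as hits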
#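 Dosing: Single dose, 3.0 µM nominal final compound concentration | Material: Human OTR in CHO cells | Technique: Kinetic Fluo-8 calcium fluorescence | Benchmarks: EC15 oxytocin alone as 0%, 75 nM oxytocin as 100% | Probe or stimulus: Oxytocin at about EC15, sub-maximal agonist stimulus | Incubation: Compound 6 min at room temperature before oxytocin, 100 s read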
# CHO parental Ca = ATP-evoked calcium signal inhibitors, parental CHO, primary screen, counter-screen for OX1R antagonist project, cell-based, fluorescence, Fluo-8 calcium dye. parental CHO-K1, ATP-induced calcium, Fluo-8 fluorescence. inhibition, % at 5.6 µM. 330,000 tested, 0.63% active;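 active = inhibition above that plate's mean sample inhibition plus 3 SD, cut at about 26% in these data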;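 also: 0% = ATP-challenged DMSO wells and 100% = DMSO wells without ATP; some compounds past the cut are filed as inactive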
#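 Material: parental CHO cells / Compound: single nominal dose of 5.6 µM per compound / Signal: Fluo-8 fluorescence / Replicates: singlicate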
# CHRM1 antagonist = human M1 muscarinic receptor antagonists, primary screen, CHO-K1 cells, Fluo-8 calcium fluorescence, 1536-well | CHO-K1 hM1, ACh EC80 antagonist | inhibition, % at 3 µM | 360,000 tested, 1.3% active;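 active = percent inhibition above its own plate's cutoff, namely the mean of that plate's compound wells plus 3 SD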;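 also: peak over basal fluorescence ratio during 140 s after agonist addition; 0% = ACh EC80 plus DMSO and 100% = DMSO alone without agonist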
# * marks the source's active call; other numbers are inactive results; . = not tested or not shown.
SMILES,TAAR1 antag,V1aR counter,M1 PAM,OXTR agonist,TAAR1 agonist,M1 ag,OXTR potentiate,CHO parental Ca,CHRM1 antagonist
CCOC(=O)C1(Cc2cccc(OC)c2)CCN(Cc2cccc(OCC)c2O)CC1,-4,2.8,2,1.8,6,-4,-5,-24,-7
CCOC(=O)N1CCN(C(=O)c2cc3sccc3n2C)CC1,-14,0.7,7,1.1,13,-2,6,-7,-7
COc1cccc2cc(-c3cc(=O)oc4ccc(O)cc34)oc12,50*,-0.2,-6,-2.1,5,-3,-17,-15,0
Cc1c(NC(=O)CCc2ccccc2)cccc1[N+](=O)[O-],8,-1.0,-4,-0.9,-1,-9,-3,-12,2
COc1ccc(C(=O)Nc2cccnc2Cl)cc1OC,-7,-0.3,12,-0.4,1,-2,3,-5,-14
COC(=O)CC(=O)Cc1nc(N)nc(Nc2ccc(C)c(C)c2)n1,17,1.7,5,1.9,7,2,-2,-10,-28
CCc1cccc(NC(=O)CSc2nc3c(c(=O)[nH]2)CCCC3)c1,.,7.2,.,5.1,.,.,-7,-28,.
CC1(C)CC(NC(=O)C(c2ccccc2)c2ccccc2)CC(C)(C)N1,6,-0.3,-4,-0.6,8,-4,-13,6,4
Clc1ccccc1-c1nnc2sc(-c3ccco3)nn12,-8,0.5,-5,-1.1,19,-6,3,-16,10
CC1=C(C(=O)NC2CCCc3c2cnn3-c2cccc(C)c2C)OCCO1 (stereo not drawn),23,9.3,-7,7.1,2,3,-14,14,25
COc1ccc(C(CNC(=O)c2cccc(S(=O)(=O)N3CCCc4ccccc43)c2)N(C)C)cc1 (stereo not drawn),-12,.,-10,.,13,-7,.,.,0
COc1cc(NS(=O)(=O)c2ccc(NC(=O)COc3cccc(C)c3)cc2)nc(OC)n1,-13,-0.3,11,-0.5,2,-4,-3,-7,-17
CC(C)Cc1ccc(C(C)C(=O)Nc2ncccn2)cc1 (stereo not drawn),11,8.7,-3,8.8,15,3,-9,3,-6
CC(=O)Oc1ccc2ccccc2c1C(NC(=O)Cc1ccccc1)c1ccc(Cl)cc1 (stereo not drawn),-15,2.6,7,-1.6,6,-1,-17,-15,-10
O=C(NC1CCN(c2ncccn2)CC1)c1cccc(F)c1,7,1.1,0,-0.7,-1,-5,-2,-6,5
CCOC(=O)C1CCN(S(=O)(=O)c2ccc(-c3ccc(=O)[nH]n3)o2)CC1,-28,0.9,0,0.2,2,-2,-10,-11,2
Cc1onc(-c2ccccc2)c1C(=O)N1CCN(c2ncccc2C(F)(F)F)CC1,14,6.4,-1,0.9,3,-2,-7,-21,2
NS(=O)(=O)c1ccc(CCNC(=O)CCCn2ncn3c(cc4occc43)c2=O)cc1,-2,-0.5,2,-1.8,2,-2,-17,6,-7
O=C(Cn1nc(C(F)F)cc1C1CC1)N1CCCC1,-15,-0.3,10,0.1,12,-4,-10,-10,-7
O=C(c1ccccc1)c1nc[nH]c1C(=O)Nc1ccccc1,13,1.3,3,0.6,-2,5,-7,-23,-5
CCCC(C)C(=O)Nc1ncc(S(=O)(=O)c2ccc([N+](=O)[O-])cc2)s1 (stereo not drawn),62*,46*,-5,22*,89*,40*,-12,30,28
CC(CC(=O)Nc1ncc([N+](=O)[O-])s1)c1ccccc1 (stereo not drawn),13,6.8,-14,12,3,-2,-8,4,31
Cc1cc(Nc2nn(C)c(N)c2C#N)ccc1F,3,-0.4,10,-0.3,0,-2,-13,-2,-1
C=CCn1c(SCc2nc3ccccc3[nH]2)nnc1-c1ccncc1,15,1.2,9,1.6,18,-3,-3,5,-6
CCCOc1ccc2nc(C)c(CCC)c(SC(=N)N)c2c1,-25,-0.4,13,-0.7,3,-4,-5,-4,-18
COCCCNC(=O)CN1C(=O)/C(=C/c2ccccc2)Sc2ccccc21,3,-0.6,4,-1.6,3,-2,-4,1,-8
O=C(Nc1cccc2nsnc12)C1CC(=O)N(c2ccccc2)C1 (stereo not drawn),1,3.1,4,2.2,7,1,-16,-10,-22
CC(=O)c1cc2c(cc1NC(=O)CN1Cc3ccccc3C1=O)OCO2,6,0.8,4,-0.5,1,-2,-2,3,-9
Cc1ccc(C(=O)NC2CCN(Cc3ccccc3)CC2)cc1S(=O)(=O)N1CCOCC1,-13,-0.4,7,0.3,1,-6,-3,-11,-12
Cc1ccc(S(=O)(=O)NC2=NCN(C3CCN(Cc4ccccc4)CC3)CN2)cc1,0,-0.2,-16,-0.5,15,-5,-15,-2,29*

# Random excerpt: 2 records from the list
SMILES,TAAR1 antag,V1aR counter,M1 PAM,OXTR agonist,TAAR1 agonist,M1 ag,OXTR potentiate,CHO parental Ca,CHRM1 antagonist
Cc1cc(Nc2nn(C)c(N)c2C#N)ccc1F,3,-0.4,10,-0.3,0,-2,-13,-2,-1
COCCCNC(=O)CN1C(=O)/C(=C/c2ccccc2)Sc2ccccc21,3,-0.6,4,-1.6,3,-2,-4,1,-8

# Single values from the list.
# Value of Clc1ccccc1-c1nnc2sc(-c3ccco3)nn12 under CHO parental Ca: -16
# Value of COc1ccc(C(CNC(=O)c2cccc(S(=O)(=O)N3CCCc4ccccc43)c2)N(C)C)cc1 (stereo not drawn) under CHRM1 antagonist: 0
# Value of Cc1c(NC(=O)CCc2ccccc2)cccc1[N+](=O)[O-] under V1aR counter: -1.0
# Value of CC1=C(C(=O)NC2CCCc3c2cnn3-c2cccc(C)c2C)OCCO1 (stereo not drawn) under TAAR1 antag: 23

# (more compounds)
SMILES,TAAR1 antag,V1aR counter,M1 PAM,OXTR agonist,TAAR1 agonist,M1 ag,OXTR potentiate,CHO parental Ca,CHRM1 antagonist
COc1cccc(CN(C)C(=O)CCNC(=O)c2ccco2)c1,0,0.4,9,0.6,6,-4,1,-10,-4
CCO[C@@H]1OC(C(=O)NCc2ccccc2)=C[C@H](c2coc3ccccc3c2=O)[C@H]1CCCO,50*,1.2,1,0.7,10,-4,-16,-10,-3
CCCCN=C(C)c1c(O)c2ccccc2oc1=O,-11,-1.2,7,-1.8,32,-4,-9,-4,-26
CCOC(=O)c1c(C)[nH]c(C(=O)COC(=O)c2ccc(O)cc2)c1C,30,5.5,-7,8.3,7,2,-13,27*,-2
O=C(NCc1cccs1)c1ccc2sc([C@H]3C[C@H](O)[C@@H](CO)O3)nc2c1,3,.,2,.,1,-1,.,.,3
NC(=O)c1ccc(NC(=O)CSc2nnc(-c3ccc4c(c3)OCO4)o2)cc1,22,0.2,3,0.9,2,-1,0,-9,-1
Cc1cc(C)cc(N(CC(=O)Nc2ccccc2C(=O)N2CCOCC2)S(C)(=O)=O)c1,-6,-0.6,5,-1.0,2,-8,-5,-3,-6
CCS(=O)(=O)N1CCC(C(=O)NCc2ccc(F)cc2)CC1,-14,0.7,4,0.2,-2,0,1,3,-7
Cc1cccc(NC2(C(=O)O)CCCC2)c1,-22,.,5,.,1,-3,.,.,-8
COc1cc(OC)cc(-c2c(C#Cc3ccsc3)c3cc(-c4cnc(OC)nc4)ccc3n2C)c1,-3,-0.6,5,-0.1,5,-2,-2,-19,-11
CCC(C)NC(=O)c1ccc(CSCc2cccc(F)c2)o1 (stereo not drawn),4,0.1,10,-1.1,7,-6,-3,-3,-14
O=C1CSC(=S)N1c1cccc(Cl)c1,1,0.8,18,3.2,14,6,-4,5,-8
O=c1[nH]c2cc3c(cc2cc1C(c1nnnn1Cc1ccccc1)N1CCCc2ccccc21)OCO3 (stereo not drawn),23,-0.1,.,-1.2,14,.,3,-13,.
Cc1cccc(N2C(=O)C(O)=C(C(=O)c3cccs3)C2c2ccc(Cl)cc2)n1 (stereo not drawn),1,-0.7,4,-2.4,0,-2,2,-20,-9
COc1ccccc1C#Cc1cnc2c(c1)C(=O)N([C@H](C)CO)C[C@H](C)[C@@H](CN(C)S(=O)(=O)c1cn(C)cn1)O2,26,.,-10,.,8,-2,.,.,5
CCOC(=O)CSc1nc2cc(C(=O)OC)ccc2c(=O)n1CCN1CCOCC1,9,-0.9,2,-1.7,1,-7,-2,-6,-7
Oc1ccc(/C=N/N=C/c2ccc(O)cc2)cc1,11,1.8,1,3.0,8,-1,-4,-5,6
CCOc1ccc(C(=O)NCCn2cc(SCC(=O)Nc3cc(C)on3)c3ccccc32)cc1,25,2.2,-4,-0.7,6,-2,-18,-22,-16
CCCn1c(NCc2ccco2)nc2ccccc21,.,-0.1,2,-0.4,.,-7,-4,-11,4
Cc1ccnc(NC(=O)C(C)N2C(=O)c3ccccc3C2=O)c1 (stereo not drawn),-14,-0.8,0,-0.3,2,-5,-7,1,0
CN(C)S(=O)(=O)N1CCC(Oc2cccc(C(=O)N3CCCCCCC3)c2)CC1,8,5.7,6,3.2,2,2,-12,-5,-13
CCOC(=O)COc1ccccc1/C=C1\NC(=O)NC1=O,3,-1.0,6,-0.9,1,-6,-2,-3,3
CCOC(=O)C1(Cc2ccccc2C(F)(F)F)CCN(C(C)CSC)CC1 (stereo not drawn),3,-0.8,11,0.4,-1,-5,-4,-1,-11
Cc1ccc(NC(=O)COc2nc(C)cs2)cc1,17,-0.7,4,0.4,5,-1,-6,-8,-2
COc1ccc(-n2nc3c(N4CCC(C(=O)NCC(C)c5ccccc5)CC4)nnc(C)c3c2C)cc1 (stereo not drawn),3,-2.0,-17,-2.9,59*,-6,-3,-19,17
CCc1ccc(NC(=O)CCS(=O)(=O)c2ccc(Cl)cc2)cc1,0,0.7,5,0.3,-1,-5,-5,-14,-8
CCOC(=O)N1CCN(c2c(NCc3ccccc3Cl)c(=O)c2=O)CC1,-3,-0.6,6,-0.2,-3,-4,-4,-2,-14
C=CCO/N=C(/CCC)C1=C(N)CC(C)(C)CC1=O,-3,-0.2,3,1.0,3,-3,-15,-6,2
CCn1c(=O)c(C(=O)NC(C)C)c(O)c2ccccc21,-21,-1.7,0,-2.5,2,-3,-7,-19,-9
CN(C)c1ccc(-c2nnc(-c3cccs3)o2)cc1,11,-1.1,11,-0.5,2,-4,-11,-20,-5
